Screening results (PubChem)
hK5 inh – human KLK5 protease inhibitors, primary screen, biochemical, 1536-well; inhibition, % at 5 µM; recombinant hK5, fluorogenic AMC substrate cleavage; Kallikrein-5 (Homo sapiens), Q9Y337; AID 873, 2007; 210,000 compounds, 0.59% hits;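 active = inhibition of 40% or more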;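 note: 0% = enzyme controls without compound and 100% = no-enzyme blanks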
FXIa inh 1536 – human FXIa protease inhibitors, primary screen, biochemical, 1536-well. Coagulation factor XI (Homo sapiens), P03951. inhibition, % at 5 µM. 220,000 compounds, 0.14% hits. AID 798, 2007. purified FXIa, Boc-Glu-Ala-Arg-AMC fluorogenic substrate;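 active = inhibition of at least 40%; inactive = inhibition below 40%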;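 note: fluorescence of freed AMC excited at 355 nm; 0% = enzyme without compound and 100% = no enzyme blank; many of its hits are not listed in these tables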
MDM2 E3 inh – MDM2-luciferase reporter signal enhancers, primary screen, MDM2 E3 ligase inhibitor project, cell-based, luminescence, 1536-well | E3 ubiquitin-protein ligase Mdm2 (Homo sapiens), Q00987 | cell-based MDM2 ubiquitination luciferase reporter, 2 h; 0 = plate control, 100 = twice control, blank-subtracted | signal enhancement, % at 5 µM | 210,000 compounds, 0.11% hits | AID 1230, 2008;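 active = signal enhancement of 30% or more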;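 note: luminescence tracks abundance of the self-degrading MDM2-luciferase fusion protein; higher signal means inhibition of MDM2 E3 ligase activity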
Target sequence (Q00987 whole entry, looked up, the tested form may be a part): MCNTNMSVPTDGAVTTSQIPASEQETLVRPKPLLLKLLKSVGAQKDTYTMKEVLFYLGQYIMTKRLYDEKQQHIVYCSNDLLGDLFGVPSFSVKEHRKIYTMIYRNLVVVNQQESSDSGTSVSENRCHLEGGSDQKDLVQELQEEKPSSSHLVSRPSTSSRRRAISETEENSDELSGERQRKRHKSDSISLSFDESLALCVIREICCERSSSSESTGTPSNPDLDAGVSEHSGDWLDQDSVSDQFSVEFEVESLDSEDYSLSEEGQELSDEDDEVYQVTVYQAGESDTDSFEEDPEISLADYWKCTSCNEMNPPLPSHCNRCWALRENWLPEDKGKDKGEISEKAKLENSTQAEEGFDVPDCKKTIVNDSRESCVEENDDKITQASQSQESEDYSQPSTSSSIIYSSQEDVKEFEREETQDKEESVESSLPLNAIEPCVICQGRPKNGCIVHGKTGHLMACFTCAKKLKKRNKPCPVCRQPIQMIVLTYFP
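Assay system: stable mammalian line carrying autodegrading MDM2–luciferase fusion reporter; Input: 2000 cells in each well; Compound dosing: single-point 5 µM; Schedule: 2 h compound exposure at 37 °C; Signal: SteadyLite luciferase luminescence after 15 min room-temperature reagent incubation; Evaluation: % luminescence enhancement versus blank-corrected plate control mean; Benchmarks: plate controls and plate blanks.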
Wee1 degr inh – Wee1 degradation inhibitors, primary screen, cell-based, HeLa, Wee1K328M-luciferase, luminescence | reporter increase, % at 5 µM | 220,000 compounds, 1.2% hits | HeLa Luc-Wee1K328M stability; 100% = proteasome inhibitor MG132 effect;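 active = activation above the mean of all tested compounds plus 3 SD, set per screening run, cut at about 8.8% in these data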;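 note: cells exposed to compound for 20 h before luminescence read; 0% = DMSO alone and 100% = MG132 at 30 µM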
FXIIa inh 1536 – human FXIIa protease inhibitors, primary screen, biochemical, 1536-well; Coagulation factor XII (Homo sapiens), P00748; purified FXIIa, Boc-QGR-AMC fluorogenic substrate, 2 h; inhibition, % at 5 µM; 220,000 compounds, 0.3% hits; AID 800, 2007; in the data active = inhibition above about 40%;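 note: 0% = enzyme with no compound and 100% = blank without enzyme; many of its hits are not listed in these tables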
Target sequence (P00748 20-372 limits assumed): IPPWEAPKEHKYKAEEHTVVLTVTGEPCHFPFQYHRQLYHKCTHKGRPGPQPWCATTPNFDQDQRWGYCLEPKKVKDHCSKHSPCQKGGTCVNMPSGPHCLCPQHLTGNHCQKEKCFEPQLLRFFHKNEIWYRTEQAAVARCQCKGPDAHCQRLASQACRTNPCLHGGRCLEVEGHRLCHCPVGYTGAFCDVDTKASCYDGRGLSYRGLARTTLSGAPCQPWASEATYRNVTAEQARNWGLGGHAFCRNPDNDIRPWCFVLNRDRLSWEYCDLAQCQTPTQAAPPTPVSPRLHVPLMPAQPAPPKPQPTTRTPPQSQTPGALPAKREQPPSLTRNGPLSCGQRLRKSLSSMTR
Target sequence (P00748 373-615 limits assumed): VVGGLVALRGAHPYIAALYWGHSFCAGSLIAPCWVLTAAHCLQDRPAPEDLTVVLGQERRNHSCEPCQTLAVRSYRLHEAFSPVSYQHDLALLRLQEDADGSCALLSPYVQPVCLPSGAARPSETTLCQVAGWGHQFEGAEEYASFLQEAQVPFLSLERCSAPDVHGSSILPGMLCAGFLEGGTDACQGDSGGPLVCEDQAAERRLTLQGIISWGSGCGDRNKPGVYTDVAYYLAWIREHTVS
eIF4E-4G inh – eIF4E–eIF4G protein interaction inhibitors, primary screen, biochemical, uHTS, TR-FRET, eIF4GI fragment; inhibition, % at 21.7 µM; TR-FRET eIF4E-eIF4GI(517-606) binding, 2 h; AID 782, 2007; 220,000 compounds, 0.37% hits;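 active = inhibition above about 30%, limit read from the data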;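 note: 0% = full FRET control wells and 100% = background wells lacking eIF4GI fragment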
p97 inhibitor – inhibitors of human p97 ATPase, primary screen, biochemical; 220,000 compounds, 0.42% hits; Transitional endoplasmic reticulum ATPase (Homo sapiens), P55072; inhibition, % at 8 µM; recombinant p97 ATPase, Kinase-Glo ATP luminescence, 3 h; in the data active = inhibition above about 15%;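 note: 0% = DMSO vehicle and 100% = wells lacking enzyme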
Rad51 HR inh – human RAD51 strand exchange inhibitors, primary screen, biochemical, fluorescence; hRad51 DNA strand exchange, fluorescence dequenching; inhibition, % at 10 µM; 200,000 compounds, 0.085% hits;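 active = inhibition above 40% at the single screening dose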;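 note: 0% = DMSO control wells and 100% = blanks with heterologous ssDNA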
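material = hRad51 filaments on single-stranded DNA | timing = filaments 15 min 37 °C, then compound 30 min | signal = FRET fluorescence dequenching, excitation 485 nm, emission 520 nm | benchmarks = control wells and blank wells on each plate | evaluation = percent inhibition relative to plate controls and blanks | compound = 10 µM final, single point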
14-3-3 Bad inh – inhibitors of 14-3-3 zeta/Bad binding, primary screen, biochemical, TR-FRET, bovine 14-3-3 zeta; 14-3-3 protein zeta/delta (Bos taurus), P63103; TR-FRET 14-3-3zeta/Dy647-pBad peptide displacement, 1 h; inhibition, % at 21.7 µM; 220,000 compounds, 0.71% hits;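 active = inhibition above about 70%, limit read from the data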;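 note: 0% = full 14-3-3 plus peptide FRET controls and 100% = background without 14-3-3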
Numbers without * were called inactive; · = not tested or not shown; [ ] = remark or other dose.

SMILES	hK5 inh	FXIa inh 1536	MDM2 E3 inh	Wee1 degr inh	FXIIa inh 1536	eIF4E-4G inh	p97 inhibitor	Rad51 HR inh	14-3-3 Bad inh
Cn1c(SCC(=O)NCc2ccccc2)nc2c([nH]c3ccccc32)c1=O	-5.8	-3.3	-24.2	2.2	1.5	2.2	0.4	-21.4	-5.1
OCCC1CN(Cc2cccn2-c2ncccn2)CCN1Cc1ccccc1 (stereo not drawn)	·	-0.2	-18.5	-1.8	5.5	0.9	0.6	·	-8.7
COc1cc2ccccc2nn1	12.7	-18.8	-15.8	3.9	3.7	-2.6	-2.2	-2.3	-2.5
CCOC(=O)CNC(=O)CSc1nnc(Cn2c(=O)sc3ccccc32)n1-c1ccccc1C	-12.6	1.2	-21.2	0.0	21.4	-1.5	-3.1	0.9	6.6
CCC(C)NC(=O)CN(c1cc(Cl)ccc1OC)S(C)(=O)=O (stereo not drawn)	-34.5	1.4	·	1.3	5.1	6.1[fluorescence artefact?]	-1.6	·	-1.9
Cc1scc(C(=O)NCc2ccco2)c1-c1ccccc1	-22.6	3.5	-1.3	-0.6	7.3	-2.5	2.7	-0.5	9.1[fluorescence artefact?]
COCC(C)NC(=O)Cc1ccc(Cl)cc1 (stereo not drawn)	7.3	1.5	-1.3	-1.6	13.8	2.6	1.6	·	1.5
Cc1onc(-c2ccccc2Cl)c1C(=O)NCCN1CCOCC1	-12.0	-2.0	-18.2	-1.1	10.1	2.8	2.6	-13.1	-4.5
Cc1cc(C)cc(N(C(=O)C(F)(F)F)C(C(=O)NC2CCCCC2)c2cccs2)c1 (stereo not drawn)	3.6	18.1	-15.4	11.3*	15.1	-1.4[fluorescence artefact?]	2.6	4.6	-2.0[fluorescence artefact?]
Cc1ccc(N(C(C)C(=O)Nc2ccc(S(=O)(=O)N3CCOCC3)cc2)S(C)(=O)=O)cc1 (stereo not drawn)	5.1	3.5	-9.2	0.7	5.2	8.2	1.2	-10.0	-2.5
COc1ccc(NC(=O)N(CCC(C)C)C(C)c2ccccn2)c(OC)c1 (stereo not drawn)	-26.4	-4.6	-9.6	-1.7	3.8	4.5	-6.6	11.2	-0.7
CN1CC(=O)NC1=NC(=O)c1cc(F)c(F)cc1Cl	4.3	16.7	-16.4	-1.6	25.7	-9.2	-2.6	-0.7	13.4
Cc1ccc(CCSc2ccc(F)cc2)cn1	-0.4	-0.7	-11.4	-0.9	4.2	1.3	5.7	6.1	-18.7
Cc1ccc(N2C(=O)C3C4CC(=O)C(c5ccccc54)C3C2=O)cc1 (stereo not drawn)	2.1	6.4	-3.2	-3.0	22.6	-0.5	1.6	10.7	12.3
COc1cccc(N2CC(C(=O)Nc3ccc(C(=O)OC(C)C)cc3)CC2=O)c1 (stereo not drawn)	10.0	-13.0	-1.3	-1.5	-2.8	8.4	-10.3	4.7	9.4

(continued)
SMILES	hK5 inh	FXIa inh 1536	MDM2 E3 inh	Wee1 degr inh	FXIIa inh 1536	eIF4E-4G inh	p97 inhibitor	Rad51 HR inh	14-3-3 Bad inh
CC1CC(C)CN(c2cc(N(C)CCO)c([N+](=O)[O-])c3nonc23)C1 (stereo not drawn)	-0.8	-2.9	-5.2	0.5	6.0	-0.2	-2.8	-8.3	-5.3
Cc1nc([N+](=O)[O-])cn1CCC#N	-2.0	-3.9	-2.9	3.7	7.7	4.6	6.3	-3.8	-2.7
O=C(O)c1cc(=O)c2cc(Cl)ccc2o1	-9.0	-1.6	-10.5	0.8	10.2	3.7	3.5	-15.9	24.8
CCOC(=O)c1cccc(NC(=O)CSc2nnc(-c3ccoc3C)n2CCOC)c1	31.7	22.0	-12.4	-1.2	47.6*	3.0	0.4	1.7	7.8
COc1nc(Nc2ccc(O)cc2)nc(OC(C(F)(F)F)C(F)(F)F)n1	-2.0	-3.7	-16.0	0.6	10.7	·	-2.0	5.5	·
Cc1cccc(OCCCC(=O)NCc2ccco2)c1	6.7	-27.8	-9.6	-1.9	9.5	-3.2[fluorescence artefact?]	2.4	-0.5	1.9[fluorescence artefact?]
CCC1CCCCN1C(=O)CSc1nnc(-c2cccs2)o1 (stereo not drawn)	-15.2	4.6	-7.6	1.6	14.0	-3.4	-1.5	-6.8	9.0
O=C(NCCc1ccc(Cl)cc1)C1CCN(S(=O)(=O)c2cccs2)CC1	30.4	6.2	-3.4	0.4	13.7	0.3	1.2	-5.1	3.9
O=C(Nc1ccc2c(c1)nc1n2CCSC1)c1ccco1	-8.2	5.5	-68.3	0.1	14.7	-17.4	-2.5	-2.3	-3.4
c1cncc(-c2nn3c(Cn4cnc5ccccc54)nnc3s2)c1	6.4	-6.9	5.8	-1.2	-3.9	6.0[fluorescence artefact?]	7.2	0.7	5.4
COC(c1ccccc1)c1nnc(CCC(=O)NCc2cccc(-n3cccn3)c2)o1 (stereo not drawn)	-3.3	-3.9	-2.1	-0.6	3.4	-3.2	4.3	2.3	-1.8
C=C1N(c2cccc(Cl)c2)C(=O)OC1(C)C	6.5	0.1	-1.0	3.7	10.0	4.5	-1.4	2.5	-2.0
Cc1cc(N2CCC(N(C)C3CCCC3)CC2)nc2cc(O)ccc12	-25.9	-9.3	-12.0	-0.6	-3.0	-0.8	-3.7	-2.0	1.6
COc1ccc2nc(C)cc(SCC(=O)OC(C)C)c2c1	2.3	0.1	-13.1	1.2	10.6	-1.2	0.6	·	-0.7
CC(C)NS(=O)(=O)c1ccc2c3c(cccc13)CC2	2.1	-0.9	-6.5	-1.2	5.1	1.3	2.5	6.4	3.0

Following part
SMILES	hK5 inh	FXIa inh 1536	MDM2 E3 inh	Wee1 degr inh	FXIIa inh 1536	eIF4E-4G inh	p97 inhibitor	Rad51 HR inh	14-3-3 Bad inh
NNC(=O)CNS(=O)(=O)c1ccc([N+](=O)[O-])cc1	27.6	27.2	-2.6	-1.4	30.6	-1.6	-6.1	·	4.7
Cn1c2ccccc2n2c(=O)c(=O)n(CC(=O)N3CCCc4ccccc43)nc12	10.0	-4.5	-6.4	-0.3	4.7	0.8	1.6	-1.4	-5.4
O=C(CSc1nnc(-c2cccnc2)n1Cc1ccco1)N1CCc2ccccc21	-8.3	0.9	-4.7	-2.0	12.6	·	-7.2	-0.2	·
O=C(COC(=O)c1c[nH]c(=O)[nH]c1=O)NCc1ccccc1	-5.0	0.2	-24.4	-0.5	7.2	-13.1	1.1	2.1	8.7
Cc1cc(C)c2[nH]c(=O)c(CN(Cc3cccs3)C(=S)NCC3CCCO3)cc2c1 (stereo not drawn)	-14.1	3.4	6.9	-3.2	5.2	-3.2	0.8	·	10.3[fluorescence artefact?]
Cc1cc(S(=O)(=O)NC(C)C)ccc1OCC(=O)Nc1ccc2c(c1)OCCO2	3.0	-1.6	6.2	-1.6	11.6	-0.9	1.0	8.8	-3.8
CCOc1ccc(CCNC(=O)c2cccnc2N2CCCC2)cc1OCC	-23.9	13.9	-10.8	-1.9	7.2	1.3	-0.6	7.8	9.4
O=S(=O)(Nc1ccc(N2CCCCC2)cc1)c1ccccc1	-17.4	6.6	4.8	4.2	8.2	4.6[fluorescence artefact?]	-0.1	2.4	-6.1[fluorescence artefact?]
Cc1[nH]c2ccccc2c1C(=O)CSc1ccccn1	3.6	0.5	-6.6	2.9	9.0	-4.5	-5.0	-5.0	-0.5
O=C(COC(=O)Cc1ccccc1F)Nc1cccc(S(=O)(=O)NC2=NCCCCC2)c1	-7.8	-2.7	-10.0	0.2	8.1	-1.9	0.1	9.6	-4.4
CCc1cccc2c(C(=O)CSc3nncn3C)c[nH]c12	-1.6	-3.2	-7.5	-1.2	·	0.7	4.1	-0.3	9.0
CCN1C(=O)/C(=C\N2CCN(C(=O)c3ccco3)CC2)SC1=S	-1.0	-3.1	-14.5	3.4	13.4	4.0	7.4	10.7	-5.6
CCCCNc1nc2cccnc2s1	2.5	1.8	8.8	2.3	12.4	1.4	4.5	-6.5	-2.1
Cc1cc(NC(=O)/C=C/c2ccc(Cl)cc2)no1	11.5	13.2	-9.9	3.3	12.7	3.1	-5.9	-12.4	18.5
COc1cc(-c2nc(CN3CCCCC3CCNC(C)=O)c(C)o2)ccc1F (stereo not drawn)	-2.1	-1.6	-7.5	-2.9	6.0	1.5	-0.6	-8.2	6.0

Quoted at random: 4 records from the list.
SMILES	hK5 inh	FXIa inh 1536	MDM2 E3 inh	Wee1 degr inh	FXIIa inh 1536	eIF4E-4G inh	p97 inhibitor	Rad51 HR inh	14-3-3 Bad inh
c1cncc(-c2nn3c(Cn4cnc5ccccc54)nnc3s2)c1	6.4	-6.9	5.8	-1.2	-3.9	6.0[fluorescence artefact?]	7.2	0.7	5.4
Cc1cc(N2CCC(N(C)C3CCCC3)CC2)nc2cc(O)ccc12	-25.9	-9.3	-12.0	-0.6	-3.0	-0.8	-3.7	-2.0	1.6
CCOc1ccc(CCNC(=O)c2cccnc2N2CCCC2)cc1OCC	-23.9	13.9	-10.8	-1.9	7.2	1.3	-0.6	7.8	9.4
COc1nc(Nc2ccc(O)cc2)nc(OC(C(F)(F)F)C(F)(F)F)n1	-2.0	-3.7	-16.0	0.6	10.7	·	-2.0	5.5	·

(cont.)
SMILES	hK5 inh	FXIa inh 1536	MDM2 E3 inh	Wee1 degr inh	FXIIa inh 1536	eIF4E-4G inh	p97 inhibitor	Rad51 HR inh	14-3-3 Bad inh
COc1cccc2c(=O)n(CC(=O)NC3CCCCC3)ccc12	-1.3	4.3	-18.4	-1.3	8.8	-7.1	5.1	14.4	10.8
CCNc1nc(NC(C)(C)C)nc(N(CC)n2cnnc2)n1	-4.3	-15.8	-9.8	0.9	2.1	2.5[fluorescence artefact?]	9.4	0.0	-14.2[fluorescence artefact?]
CCCSc1nnc(NC(=O)c2sc3nc(-c4cccs4)ccc3c2N)s1	-7.0	-2.6	-4.4	2.5	3.1	-29.6[fluorescence artefact?]	4.5	-111.4	-8.8[fluorescence artefact?]
Cc1ccc(CNC(=O)C2CCN(S(=O)(=O)c3ccc4c(c3)OCCCO4)CC2)cc1	-3.7	4.8	-7.9	3.2	0.1	2.2	-7.7	-4.7	0.6
COC(=O)c1ccc(CN(c2ccccc2OC)S(=O)(=O)c2cccs2)o1	-14.6	3.7	-18.1	0.2	1.8	1.2	8.5	-0.3	4.7
COc1ccc(-c2csc(N3C(=O)C4C5c6ccccc6C(c6ccccc65)C4C3=O)n2)cc1 (stereo not drawn)	62.3*	10.3	-88.8	-0.1	17.2	-3.1	-2.8	-5.8	24.7[fluorescence artefact?]
O=C(NCCCN1CCN(Cc2ccccc2)CC1)C1CCN(c2nnc(-n3cccc3)s2)CC1	-11.6	4.4	-7.6	2.3	13.3	-19.5	1.9	5.8	-8.7
CCOc1ccc(C2C3=C(CCCC3=O)Nc3ccc4ncccc4c32)cc1 (stereo not drawn)	2.0	0.8	·	-2.5	5.3	-16.6	9.3	·	5.5

No enrichment for hits (roughly 3.5% active in at least one column).
